ssDAF-12 act: activators of S. stercoralis DAF-12 nuclear receptor | HEK293 ssDAF-12/GRIP1 lit1-tk-luc reporter, luminescence; % of 3 µM dafachronic acid response | activation, % at 6.8 µM | 370,000 tested, 1% active | AID 652126;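 active = activation above the mean over all tested compounds plus 3 SD, cut at about 0.9% in these data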;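 also: 0% = DMSO-only wells and 100% = 3 µM delta7-dafachronic acid wells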
ADAM10 inh: inhibitors of human ADAM10; O14672; recombinant ADAM10, EDANS/DABCYL FRET peptide cleavage, 3 h; inhibition, % at 7 µM; 370,000 tested, 0.62% active;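 active = inhibition above a per-campaign cutoff equal to the mean of compounds falling between control-based bounds plus 3 SD, cut at about 20% in these data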;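 also: 0% = DMSO wells while the 100% control is not disclosed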
DAX1 inh-1: inhibitors of DAX1 repression of SF-1 activated StAR promoter; HEK293T StAR-luciferase reporter, SF-1/DAX-1 repression relief; AID 652010; 370,000 tested, 1.1% active; inhibition, % at 6.8 µM;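 active = inhibition above the mean over all tested compounds plus 3 SD, cut at about 3.6% in these data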;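 also: 0% = DAX-1 cells with DMSO and 100% = cells lacking DAX-1 with DMSO; higher inhibition means more luminescence from relief of DAX-1 repression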
hcDAF12 agonist: activates DAF-12 receptor from parasite H. contortus; HEK293 hcDAF-12 lit1-tk-luc reporter, luminescence; 0% DMSO, 100% Δ7-dafachronic acid; activation, % at 6.8 µM; 370,000 tested, 1.4% active;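 active = activation above the mean of all tested compounds plus 3 SD, cut at about 5.5% in these data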;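 also: 100% = response to 3 µM Δ7-dafachronic acid high control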
FXN GAA850 act: activators of GAA850 frataxin (FXN) promoter. 360,000 tested, 0.56% active. AID 540364. HEK293 lucGAA850 FXN promoter luciferase reporter, 24 h; percent of 10 µM SAHA response. activation, % at 6 µM;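 active = activation above the average of all compounds screened plus 3 SD, cutoff fixed separately per campaign, cut at about 7.5% in these data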;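 also: 0% = DMSO wells and 100% = 10 µM SAHA wells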
PG9 binder: PG9 antibody binding by small molecule; TR-FRET gp120-PG9 antibody binding; inhibition, % at 6.7 µM; 360,000 tested, 0.43% active; AID 624416; in the data active = inhibition above about 8.5%
ADAM17 inh: inhibits human ADAM17; inhibition, % at 6.95 µM; 370,000 tested, 0.83% active; P78536; recombinant ADAM17, EDANS/DABCYL FRET peptide cleavage;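 active = inhibition above the mean of compounds lying between control limits plus 3 SD, set per campaign, cut at about 8.5% in these data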;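 also: 0% = DMSO-only wells as the low control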
DAX1 inh-2: inhibits human nuclear receptor DAX1; HEK293 Gal4-DAX1 luciferase reporter, luminescence; AID 504766; 340,000 tested, 0.99% active; inhibition, % at 6.75 µM;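 active = inhibition above the mean over all tested compounds plus 3 SD, cut at about 4.2% in these data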;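 also: 0% = DAX1-transfected cells with DMSO and 100% = empty-vector control cells with DMSO; inhibition shows as a rise in luminescence from relieved DAX1 repression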
NPR1 activator: GC-A (human) enzyme activation. 370,000 tested, 0.14% active. activation, % at 10 µM. HEK293 GC-A cells, cGMP TR-FRET, EC30 ANP; 0% at EC30 ANP, 100% saturating ANP. P16066; in the data active = activation above about 40%
Target sequence (P16066 whole entry, looked up): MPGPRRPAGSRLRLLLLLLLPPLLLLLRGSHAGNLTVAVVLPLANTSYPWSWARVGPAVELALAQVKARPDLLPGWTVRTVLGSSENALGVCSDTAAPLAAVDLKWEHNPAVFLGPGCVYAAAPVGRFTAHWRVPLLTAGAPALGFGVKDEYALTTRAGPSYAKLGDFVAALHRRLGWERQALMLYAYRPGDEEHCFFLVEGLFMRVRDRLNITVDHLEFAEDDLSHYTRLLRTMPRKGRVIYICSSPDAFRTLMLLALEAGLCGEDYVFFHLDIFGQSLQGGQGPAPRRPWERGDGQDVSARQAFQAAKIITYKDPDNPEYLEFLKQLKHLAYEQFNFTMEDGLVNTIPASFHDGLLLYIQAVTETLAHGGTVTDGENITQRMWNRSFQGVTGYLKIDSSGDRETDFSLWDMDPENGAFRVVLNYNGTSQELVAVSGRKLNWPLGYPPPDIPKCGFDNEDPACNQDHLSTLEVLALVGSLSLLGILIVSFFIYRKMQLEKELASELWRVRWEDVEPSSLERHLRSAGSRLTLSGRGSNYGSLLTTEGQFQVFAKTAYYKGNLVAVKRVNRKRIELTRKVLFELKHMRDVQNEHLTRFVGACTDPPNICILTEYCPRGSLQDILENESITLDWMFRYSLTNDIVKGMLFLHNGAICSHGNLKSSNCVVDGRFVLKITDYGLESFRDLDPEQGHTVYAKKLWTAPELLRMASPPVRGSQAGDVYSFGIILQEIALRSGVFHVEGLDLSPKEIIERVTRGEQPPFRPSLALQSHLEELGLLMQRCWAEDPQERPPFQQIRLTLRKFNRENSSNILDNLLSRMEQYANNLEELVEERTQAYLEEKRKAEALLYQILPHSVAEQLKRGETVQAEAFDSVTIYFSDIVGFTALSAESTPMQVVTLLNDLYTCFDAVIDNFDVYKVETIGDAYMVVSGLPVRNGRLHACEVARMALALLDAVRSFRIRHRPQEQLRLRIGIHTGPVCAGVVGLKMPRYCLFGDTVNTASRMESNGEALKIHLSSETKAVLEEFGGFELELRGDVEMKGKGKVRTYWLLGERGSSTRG
SMARCA2 act: activators of SMARCA2 function | MG213 cells, MMTV-luciferase reporter, dexamethasone, overnight | activation, % at 9.1 µM | 370,000 tested, 1% active | AID 652017; in the data active = activation above about 7.8%;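 also: 0% = vehicle wells and 100% = reference activator wells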
hgDAF12 agonist: hgDAF-12 agonism, primary luciferase screen. AID 687014. HEK293 GAL4-hgDAF12 UAS-luciferase reporter, agonist luminescence; normalized to butyrate control. 370,000 tested, 1.8% active. activation, % at 6.8 µM;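 active = activation above a cutoff set at the mean of all screened compounds plus 3 SD, cut at about 10% in these data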;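 also: 0% = DMSO wells and 100% = sodium butyrate wells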
* hit, by the source's call; i = inactive; nt = not tested or not shown. Rows were taken by chance; overall some 6.8% were active at least once.

SMILES	ssDAF-12 act	ADAM10 inh	DAX1 inh-1	hcDAF12 agonist	FXN GAA850 act	PG9 binder	ADAM17 inh	DAX1 inh-2	NPR1 activator	SMARCA2 act	hgDAF12 agonist
COc1cc2c(cc1OC)[C@@H](NC(=O)C(C)C)[C@H](O)C2	0.1	-12	1.4	0.1	-1.4	5.1	4	-0.5	0	-2	0.9
CCOCC(=O)Nc1ccc(S(=O)(=O)Nc2nccs2)cc1	-1.1	-4	-0.1	-2.1	2.4	2.0	0	0.9	0	-2	-1.7
CCc1sc(C(=O)NCCCN2CCCC2=O)cc1Br	-0.5	7	1.3	-1.2	-2.6	1.2	-1	0.7	1	-2	0.1
Cc1c(NC(=O)CNCc2ccc3c(c2)OCO3)c(=O)n(-c2ccccc2)n1C	-1.1	1	-0.6	0.0	-0.3	2.5	4	0.3	0	-3	1.0
CCOc1ccc(CCNC(=O)C2CCN(S(=O)(=O)N3CC(C)CC(C)C3)CC2)cc1OCC (centres undefined)	-0.4	-4	0.1	1.0	-1.9	-1.6	2	-0.4	3	-1	0.3
CSc1ccc(C#N)cc1NC(=O)c1cccnc1Cl	-1.0	2	-0.8	-0.5	-0.3	-2.9	0	1.3	-2	-2	-2.1
COc1ccc(/C=C/C(=O)OCC(=O)NCCc2ccccc2)c(OC)c1	-0.8	-33	0.5	-0.9	-1.2	-0.9	-7	-1.8	-4	1	2.7
CCN(CC)C(=O)CC(c1ccc(OC)cc1)c1c(O)cc(OC)cc1OC (centres undefined)	-1.0	-14	-0.3	-1.0	-0.6	0.2	-4	0.9	-2	-1	-0.8
Cc1ccccc1C(=O)NCCN=C1NS(=O)(=O)c2ccccc21	-0.6	-10	-0.2	-0.1	0.4	-1.3	-2	-0.1	0	-3	-2.8
CCCc1cc(NCCCN2CCOCC2)n2c(nc3ccccc32)c1C#N	-1.2	i	-1.0	-1.6	-3.7	-0.2	-406	0.7	6	1	-2.7
Cc1ccccc1CN1CCN(C(=O)[C@H]2O[C@@H](n3cnc4c(N)ncnc43)[C@H](O)[C@@H]2O)CC1	-0.7	-11	0.3	-1.1	nt	1.3	-1	nt	3	0	-0.3
CC(=O)c1cccc(NC(=O)COC(=O)c2ccc3c(c2)OCCO3)c1	-0.6	-3	0.4	-0.7	0.3	0.3	-1	1.4	-1	-3	0.5
O=C(O)c1cc(-c2cccc([N+](=O)[O-])c2)nc2ccccc12	-1.6	1	-0.2	-0.3	2.2	-0.2	-2	1.4	-5	1	-0.6
CCCN1CCN(C(=O)Cn2ncc3ccccc32)CC1	0.3	-7	-0.5	2.9	-0.2	-2.2	-1	0.6	-3	0	0.5
COc1ccc(CN2CCN(Cc3ccco3)CC2)cc1	-0.6	-3	0.1	2.4	-1.4	-0.9	-3	-0.1	0	1	0.2
CN1C(=O)N(C)C2(c3ccccc3)Nn3c(s/c(=C/c4ccccc4)c3=O)=NC12c1ccccc1 (centres undefined)	-1.4	-9	0.0	-2.0	-0.5	4.2	-4	0.1	-5	-1	-1.1
COc1ccc(/C=N/N=C/c2ccc(OC)cc2)cc1	-1.1	-4	0.0	0.3	0.6	-2.2	0	2.7	3	3	1.2
CCOc1cc(CNCc2ccccc2)ccc1OCc1ccc(Cl)cc1	-1.7	14	-1.2	-4.0	-0.9	0.0	5	-0.2	-15	-4	-2.0
CCC(C#Cc1ccccc1)N(C)C(N)=NC(=O)/C=C/c1ccccc1 (centres undefined)	-1.6	0	nt	-0.8	nt	nt	0	nt	-18	nt	-0.1
Cc1ccc(S(=O)(=O)N2CCN(Cc3ccccc3)CC2)s1	-1.0	4	2.3	-1.1	0.0	-0.2	6	-0.8	-1	-4	0.0
COc1ccc(C(CC(=O)N2CCN(c3ccccc3)CC2)c2c(OC)cc(OC)c3ccc(=O)oc23)cc1 (centres undefined)	-1.5	-35	-0.4	-0.9	-1.8	1.5	-12	0.5	-9	0	1.1
CC1CCN(C(=O)C(NS(=O)(=O)c2cccc3nsnc23)c2ccccc2)CC1 (centres undefined)	-0.7	0	-0.3	-2.1	5.2	-0.4	-3	1.4	1	-1	-2.7
Cc1nnc(SCCC(=O)Nc2ccc(Cl)cc2)o1	0.2	-7	-0.3	-0.9	1.2	0.9	-2	0.4	-2	-3	-0.9
COc1ccc(C(=O)c2cc3ccc(O)cc3oc2=O)cc1	-1.3	-7	-0.1	-0.7	2.8	-2.1	-3	-0.6	-1	3	1.6
Cc1csc(/N=C/N(C)C)c1C#N	-2.0	0	0.0	0.1	0.2	-1.6	-3	1.0	5	-5	0.0
CCOC(=O)Cn1cc(Cl)c(=O)c(Cl)c1	-0.9	1	-0.2	0.6	0.4	-0.5	-2	1.2	6	2	0.9
Cn1cc(-c2ccc(C(=O)Nc3cccc(Oc4ccccc4)c3)c3occc23)cn1	0.2	-9	-0.2	0.5	3.3	-0.7	-4	nt	-8	6	2.1
CCCC(=O)Nc1ccccc1Sc1ncnc2scc(-c3ccccc3)c12	-0.7	8	0.6	-2.6	4.1	-1.6	0	-0.9	-6	6	0.8
CSc1ccccc1C(=O)Nc1ccc2c(c1)OCO2	-0.5	-9	-0.5	-1.1	-1.3	0.6	-2	0.0	0	-5	1.4
Cc1cc(N2CCN(Cc3nc(-c4ccc(Cl)cc4)oc3C)CC2)cc(C)n1	-1.6	-7	-0.9	-0.8	-0.8	-1.2	-5	-2.8	6	-4	0.7
COc1ccccc1NS(=O)(=O)c1ccc(O)c(C(=O)OCC(=O)N2c3ccccc3CC2C)c1 (centres undefined)	-1.3	5	0.1	2.0	0.2	0.9	0	-0.6	2	3	5.7
O=C(COC(=O)c1n[nH]c2ccccc12)NC(=O)NC1CCCC1	-0.8	4	-0.3	-1.3	-1.8	-0.7	0	0.2	-1	0	0.1
COC(=O)c1sccc1NC(=O)Nc1ccccc1OC	-0.4	-3	-1.3	-0.9	2.6	0.5	-3	0.5	-4	-1	1.2
O=C(NC1CCCCC1)C1CCN(C(=O)c2ccc(Cl)cc2)CC1	-0.4	8	-0.1	-2.0	0.1	0.5	-4	0.3	6	-2	-0.4
CC(=O)N1[C@H](C)C=C[C@]1(Cc1ccccc1)C(=O)NCc1cc(F)cc(C(F)(F)F)c1	-1.0	-1	0.3	0.8	2.3	0.5	-1	0.1	1	0	0.9
CCC(c1nnc(SCC(=O)Nc2ccc(C(=O)Nc3ccccc3OC)cc2)o1)N(C)C (centres undefined)	-0.7	-1	-1.0	-1.2	3.2	0.5	-1	-0.7	3	1	-0.9

The list goes on (2 carried over from the part before).
SMILES	ssDAF-12 act	ADAM10 inh	DAX1 inh-1	hcDAF12 agonist	FXN GAA850 act	PG9 binder	ADAM17 inh	DAX1 inh-2	NPR1 activator	SMARCA2 act	hgDAF12 agonist
CC(=O)N1[C@H](C)C=C[C@]1(Cc1ccccc1)C(=O)NCc1cc(F)cc(C(F)(F)F)c1	-1.0	-1	0.3	0.8	2.3	0.5	-1	0.1	1	0	0.9
CCC(c1nnc(SCC(=O)Nc2ccc(C(=O)Nc3ccccc3OC)cc2)o1)N(C)C (centres undefined)	-0.7	-1	-1.0	-1.2	3.2	0.5	-1	-0.7	3	1	-0.9
CCOc1ncccc1C(=O)OCC(=O)c1ccc(F)cc1	-0.9	-3	-0.1	-1.0	1.9	-1.6	-3	-0.3	3	1	1.3
O=C(NC1CCCCC1)c1cccc(COCC(F)(F)F)c1	-0.7	7	-0.6	-1.4	0.1	-1.1	-2	-0.6	-1	6	1.3
O=S1(=O)C=C(SCc2cccc(Cl)c2)Nc2ccccc21	-0.9	8	-0.9	-2.1	-2.7	-2.0	0	-0.3	0	-1	-1.1
CCn1c(SCc2nc(-c3ccccc3)no2)nnc1-c1cccs1	-1.8	-3	-0.7	0.3	2.6	1.9	-4	1.9	2	-4	-1.1
CC(C)OCCCNC(=O)c1cc2c(=O)n(C)c3ccccc3c2n1C	-1.1	-31	-1.0	-2.2	-0.7	0.2	-3	-0.8	3	-2	2.5
Cc1cnc(C(=O)NCc2ccc(F)cc2)cn1	-1.2	-5	-0.4	-1.6	0.8	0.0	-2	0.1	4	1	1.0
CCC1(c2ccccc2)NC(=O)N(CC(=O)Nc2cccc(S(=O)(=O)N3CCCC3)c2)C1=O (centres undefined)	-0.9	-1	0.7	0.6	1.9	-1.3	-2	-0.5	1	0	-1.1
Cc1cc(C)nc(NS(=O)(=O)c2ccc(NC(=O)C3CC3)cc2)n1	-0.8	2	0.6	1.0	0.4	-1.7	1	0.3	0	0	0.2
O=C(O)c1ccc(/C=C(\c2nc3ccccc3[nH]2)c2nc3ccccc3s2)cc1	-0.1	-8	-0.1	2.5	3.4	0.2	-4	0.6	-6	6	5.2
Cc1ccc(NC(=O)c2cccc(N3C(=O)CCC3=O)c2)nc1	-1.5	1	-0.1	-1.8	0.4	0.6	1	-0.6	0	0	-2.0
CC(NC(=O)COC(=O)CNS(=O)(=O)/C=C/c1ccccc1)c1ccccc1 (centres undefined)	-1.0	-6	1.3	-2.1	0.4	-1.0	3	0.0	2	0	5.9
CC(=O)Nc1cccc(S(N)(=O)=O)c1C	-0.5	-2	0.3	0.0	2.5	0.8	-5	1.9	4	-5	0.1
CCn1c(COc2cccc3cccnc23)nnc1SCC(=O)O	-1.6	-22	0.5	-0.7	-0.8	-0.8	-4	5.4*	3	4	-1.0
CC1CCN(c2ccccc2NC(=S)NC(=O)c2ccc(-c3cccc([N+](=O)[O-])c3)o2)CC1	-0.5	4	-0.2	-0.7	-0.6	-2.3	1	1.1	-1	-4	3.2
COc1cc(/C=C(\C#N)c2nc(-c3cc4ccccc4oc3=O)cs2)ccc1O	-1.5	-1	0.2	-1.2	0.5	1.0	1	0.2	9	-2	-4.1
Cc1ccc(C)c(OCc2cc(C(=O)N(C)Cc3nccs3)no2)c1	-0.9	-6	-0.6	0.9	3.1	-0.2	-5	-0.1	3	2	3.3
Cc1ccc(S(=O)(=O)N2CCOCC2)cc1NC(=O)CN(C)C1CCS(=O)(=O)C1 (centres undefined)	-2.1	8	-0.4	-0.3	1.1	-1.9	-1	0.8	-4	6	2.4
Nc1nc(CSC(=S)N2CCN(c3ccccc3)CC2)nc(Nc2ccccc2)n1	-0.5	17	-0.8	-3.5	3.2	-1.1	9.2*	-2.1	-3	-6	-0.1
Cc1cccc(NC(=S)N2CCC(c3nc4ccccc4o3)CC2)c1	-1.7	-5	0.4	-1.2	-0.2	-1.0	-1	1.4	1	-4	1.7
CCOC(=O)NC(=O)CSc1nnnn1-c1ccc(C)cc1	-0.4	3	-0.5	-0.5	0.6	0.1	-1	-0.1	6	-1	-0.7
CCC(=O)c1ccccc1OCCN1CCN(Cc2ccccc2)CC1	-1.2	-1	-0.5	-1.9	-0.7	-1.3	-3	-0.5	-2	-2	0.5
COc1ccc(-c2cc(C(=O)N3CCOCC3)no2)cc1OC	-0.8	-2	1.2	-0.9	5.2	-3.4	-3	0.5	2	5	6.3
CC(C)CCNC(=O)c1ccc2c(c1)ncn2C1CCCC1	-0.5	2	-0.4	0.7	1.6	1.0	-4	-0.7	-3	2	2.6
CCCCN(CC)CCNC(=O)c1cn(CCOC)c(=O)c2c1c1ccccc1n2C	-1.1	-147	0.1	-0.5	-1.2	0.8	-51	0.8	-13	-3	-1.8
COc1ccccc1/C=C1/C(=O)N(c2ccccc2)N=C1C	-0.8	5	0.0	0.6	0.1	-0.7	-3	0.1	15	-1	1.3

Screening data as filed in PubChem BioAssay.
